Compound activity: PubChem, several laboratories
Mdm2 ligase inh: blocks human Mdm2 ubiquitin ligase activity; AID 1230; Q00987; actives 0.11% (n = 210,000); cell-based MDM2 ubiquitination luciferase reporter, 2 h; 0 = plate control, 100 = twice control, blank-subtracted; signal enhancement, % at 5 µM;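 active = signal enhancement of 30% or more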;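 also: luminescence tracks abundance of the self-degrading MDM2-luciferase fusion protein; higher signal means inhibition of MDM2 E3 ligase activity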
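Test system: mammalian cells stably expressing self-ubiquitinating, self-degrading MDM2 E3–luciferase fusion; Amount: 2000 cells in each well; Medium: DMEM; Schedule: 4 h settle plus 2 h compound, 37 °C; Technique: SteadyLite luciferase luminescence after 15 min room-temperature reagent incubation; Benchmarks: plate control and blank wells.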
CHOP inh: CHOP inhibition in unfolded protein response. CHO-K1 CHOP-promoter luciferase, tunicamycin-induced, 15-18 h. inhibition, % at 10 µM. actives 3.8% (n = 220,000). AID 2732;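 active = compounds that reduced the stress-induced luciferase reporter signal by more than about 70% of percent inhibition, limit read from the data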;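 also: 0% = tunicamycin plus vehicle and 100% = wells without tunicamycin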
p47phox inh: blocks human p47phox regulatory protein of NADPH oxidases. actives 0.53% (n = 220,000). inhibition, % at 24.7 µM. P14598. p47phox/p22phox peptide binding, fluorescence polarization, 2 h;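 active = inhibition above about 30%, limit read from the data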;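 also: 0% = p47phox with labelled peptide and 100% = labelled peptide alone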
Runt-SMMHC FRET: inhibitors of human RUNX1 Runt domain binding to CBFb-SMMHC; actives 0.74% (n = 220,000); inhibition, % at 20 µM; Cerulean-Runt/Venus-CBFb-SMMHC FRET ratio 530/480, 1 h; Q01196+Q13951;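 active = mean inhibition across duplicate retests at 20 µM reaching about 50%, limit read from the data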;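 also: 0% = DMSO wells and 100% = wells with excess untagged CBFb-SMMHC; inhibitors lower the FRET ratio by blocking Runt binding to CBFb-SMMHC; some results filed as inactive read as strong as hits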
TRPN1 ag: agonists of zebrafish TRPN1 channel. actives 0.18% (n = 220,000). activation, % at 3 µM. AID 1424. HEK293 zebrafish TRPN1-YFP, Fluo-8 calcium fluorescence; 100% = response to 87 µM carbachol;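 active = activation above its plate's cutoff, the mean activation of test wells on that plate plus 3 SD, cut at about 19% in these data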;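 also: 0% = DMSO alone and 100% = 87 µM carbachol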
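Material: zebrafish TRPN1-YFP in HEK293 cells. Doses: one dose of 3 µM, 0.3% DMSO. Incubation: dye 1 h 37 °C plus 30 min RT. Measured by: intracellular calcium fluorescence with Fluo-8.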
PPC-1+TRAIL kill: compounds killing PPC-1 cancer cells with TRAIL present (potentiator screen, no TRAIL-free arm) | PPC-1 cells + TRAIL, ATPLite viability luminescence | cell killing (% activity), % at 4 µM | actives 0.41% (n = 220,000) | AID 1443;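 active = cell killing above 50% in the first pass at 4 µM, then a duplicate retest at 5 µM averaging 50% or more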;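 also: plate controls were cells with TRAIL plus DMSO for no effect and medium-only wells lacking cells for full effect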
TRPML3 ag: human mucolipin-3 channel agonism; Q8TDD5; HEK293 TRPML3-YFP, Fluo-8 calcium fluorescence; 100% = the carbachol control signal; activation, % at 3 µM; actives 0.29% (n = 220,000); AID 1448;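 active = activation above its plate's cutoff, the mean activation of the plate's test wells plus 3 SD, cut at about 12% in these data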;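 also: 0% = DMSO only wells and 100% = carbachol wells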
Target sequence (Q8TDD5 whole entry, looked up): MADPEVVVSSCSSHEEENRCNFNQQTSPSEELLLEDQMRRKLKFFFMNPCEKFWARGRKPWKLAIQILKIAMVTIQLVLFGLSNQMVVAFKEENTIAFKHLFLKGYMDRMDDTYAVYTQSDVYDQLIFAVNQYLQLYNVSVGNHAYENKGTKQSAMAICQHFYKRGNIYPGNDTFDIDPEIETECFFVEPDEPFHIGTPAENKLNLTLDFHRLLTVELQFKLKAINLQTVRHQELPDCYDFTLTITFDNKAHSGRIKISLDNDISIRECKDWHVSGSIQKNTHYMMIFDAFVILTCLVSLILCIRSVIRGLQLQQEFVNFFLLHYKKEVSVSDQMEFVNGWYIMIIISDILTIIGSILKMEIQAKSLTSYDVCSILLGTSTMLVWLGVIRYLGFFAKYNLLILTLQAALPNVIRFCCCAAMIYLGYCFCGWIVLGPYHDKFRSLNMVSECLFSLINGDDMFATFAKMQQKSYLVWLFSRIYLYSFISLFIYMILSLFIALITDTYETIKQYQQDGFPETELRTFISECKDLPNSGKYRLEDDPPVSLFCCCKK
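Test system: TRPML3-YFP stable HEK293 cells. Doses: single point at 3 µM. Incubation: dye loading 1 h 37 °C then 30 min ambient, 125 s read. Signal: Fluo-8 calcium dye fluorescence, ex 470-495, em 515-575 nm. Measure: percent activation from peak-to-basal fluorescence ratio, scaled between DMSO and carbachol.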
EBV gp42 block: blocks Epstein-Barr virus glycoprotein 42 binding; Q1HVG2; actives 0.42% (n = 220,000); AID 1085; Fluorescence polarization binding assay, mP read-out; inhibition, % (tested at 21.74 µM); in the data active = inhibition above about 50%
Target sequence (Q1HVG2 whole entry, looked up): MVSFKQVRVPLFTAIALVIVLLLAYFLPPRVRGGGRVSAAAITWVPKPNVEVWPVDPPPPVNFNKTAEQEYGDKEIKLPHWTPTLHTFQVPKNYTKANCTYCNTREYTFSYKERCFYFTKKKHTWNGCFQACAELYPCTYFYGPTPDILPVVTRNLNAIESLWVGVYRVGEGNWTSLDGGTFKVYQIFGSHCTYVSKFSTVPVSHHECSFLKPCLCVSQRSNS
TNF necrop inh: TNF-alpha cell death inhibition in Jurkat FADD-/- cells; Jurkat FADD-/- TNF necroptosis rescue, ATP luminescence, 24 h; 0 = TNF only, 100 = no-TNF cells; AID 463075; actives 0.068% (n = 220,000); activation (protection from cell death), % at 10 µM;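 active = activation, meaning protection from cell death, of at least 50% relative to plate controls; inactive = activation below 50%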;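 also: necroptosis triggered by 40 ng/mL TNF-alpha added together with compound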
The depositor's hits bear a star; . = no result given. An excerpt; count on the stated rates, not on these rows.

SMILES	Mdm2 ligase inh	CHOP inh	p47phox inh	Runt-SMMHC FRET	TRPN1 ag	PPC-1+TRAIL kill	TRPML3 ag	EBV gp42 block	TNF necrop inh
O=C(Cn1ncc2c3ccccc3n(Cc3ccccc3F)c2c1=O)N1CCC2(CC1)OCCO2	-7.1	18.3	-6.0	-4.0	0.7	-14.6	0.8	1.7	-3.0
CC(=NCCN1CCOCC1)c1c(O)n(C2CCCCC2)c(=O)[nH]c1=O	-8.3	36.6	-4.9	1.2	-0.5	19.7	0.3	-11.5	0.8
Cc1ccc(C2N(c3cc(C)on3)C(=O)C3CCCN32)cc1 (stereo unspecified)	-2.9	21.0	-2.3	-2.3	0.7	12.6	0.8	-6.2	1.0
COc1ccccc1Cn1c(SCC#N)nc2cc(C(=O)N3CCC4(CC3)OCCO4)ccc2c1=O	1.2	4.8	-9.9	-3.6	-0.8	-0.5	-0.8	-3.8	1.4
O=C(N/N=C/c1c(O)n(-c2ccccc2)c(=S)[nH]c1=O)c1ccccc1	7.8	-5.8	-85.3	23.3	2.5	30.1	0.3	-6.0	-1.4
O=C(NC(Cc1ccccc1)C(=O)N1CCC2(CC1)OCCO2)C1CCCCC1 (stereo unspecified)	-18.4	8.9	-6.9	1.3	0.1	9.2	0.7	-25.6	-0.5
CC(=NCC1CCCO1)c1c(O)n(-c2ccc(Cl)cc2)c(=O)[nH]c1=O (stereo unspecified)	-2.0	13.3	3.6	0.1	-0.4	-4.7	1.1	-15.8	0.9
Cc1ccc(-c2nc(N3CCOCC3)s[n+]2-c2ccccc2)cc1	-3.4	-36.4	38.0*	-4.0	0.9	2.9	0.7	-29.5	-0.1
Cn1c(=O)cc(OCC(=O)N2CCN(C3CCCCC3)CC2)c2ccccc21	-8.2	28.3	-7.3	-1.5	1.9	17.7	0.5	2.8	0.4
CCC(C)N1C(=O)/C(=C\c2cc3c4c(c2)CCCN4CCC3)C(=O)NC1=S (stereo unspecified)	-5.2	-62.1	62.7*	14.5	0.8	-5.6	-0.3	-3.1	-15.1
O=C1NCCN2CCCC12 (stereo unspecified)	-15.0	6.9	4.3	-9.4	1.4	7.8	0.9	0.4	0.0
Clc1ccc2nc3c(c(-c4ccccc4)c2c1)CNCC3	0.5	0.9	-17.4	3.8	1.6	-12.4	2.5	-11.1	0.7
CCN(CC)P(=O)(c1nccn1C)N(CC)CC	-10.3	-14.6	-3.4	-2.1	0.2	8.5	-0.3	-8.8	-1.3
O=c1[nH]c(=S)n(CCC2=CCCCC2)c(O)c1/C=N/N1CCOCC1	-6.7	11.4	-98.5	0.7	4.5	-12.2	0.7	-15.4	-5.8
CN1C(=O)C(=Cc2ccc(-c3cccc(Cl)c3)o2)C(=O)N(C)C1=O	-1.3	-34.0	-23.0	-2.3	1.9	-1.1	1.0	-0.4	-1.8
CC1(C)C2CC=C(CN3CCOCC3)C1C2 (stereo unspecified)	11.6	-5.9	-6.3	-0.5	-0.8	-22.6	-0.5	-9.4	-1.1
COc1ccc2c(c1)c(C(=O)O)c(C)n2C(C)C	-7.6	16.6	-2.3	1.7	0.4	22.8	0.6	-11.9	-1.5
Cc1nn(Cc2ccc(Cl)cc2Cl)c(Cl)c1C(=O)O	-2.7	6.6	-5.4	1.4	0.5	23.3	0.8	-5.2	0.4
Cc1ccc(N/N=C/c2c(O)n(-c3ccccc3)c(=O)[nH]c2=O)cc1	-7.0	-0.3	0.9	1.6	0.6	3.0	0.3	-2.0	-2.7
Cc1ncc(CN2CCCC(C(=O)c3cccc(OC(C)C)c3)C2)s1 (stereo unspecified)	-5.6	37.4	-4.1	4.3	1.6	24.0	0.3	-9.4	0.5
Fc1c(F)c(F)c(N2CCNCC2)c(F)c1F	-6.7	8.0	-3.0	-0.6	-0.6	4.6	1.0	-9.1	2.5
O=C(Nc1ccc(Cl)cc1C(=O)c1ccccc1)c1ccco1	-18.9	6.5	-11.7	-0.6	0.5	-1.1	0.1	-18.9	-4.0
CCN(CC)CC(O)c1ccc(C2CCCC2)cc1 (stereo unspecified)	-0.7	9.6	-7.2	0.9	0.1	-4.1	2.2	-6.6	-2.3
CCOc1ccccc1N=C1SCCCN1C	-12.9	32.7	-3.6	4.8	-0.3	11.9	0.5	-50.0	3.2
Cc1ccc(-n2c(O)c(C=NCCN(C)C)c(=O)[nH]c2=O)cc1	-18.5	-4.1	-10.7	-0.6	1.2	15.3	0.8	-25.9	0.6
Further records follow:
SMILES	Mdm2 ligase inh	CHOP inh	p47phox inh	Runt-SMMHC FRET	TRPN1 ag	PPC-1+TRAIL kill	TRPML3 ag	EBV gp42 block	TNF necrop inh
C=CCn1c(O)c(C=NCCN(C)C)c(=O)[nH]c1=O	-14.1	-18.9	-2.8	0.9	-0.3	16.6	1.2	-61.5	-0.3
O=C(Cc1ccc(Br)cc1)N1CCN(Cc2ccccc2)CC1	.	17.4	-7.7	-6.2	-1.1	3.5	0.4	-6.5	-0.5
CCCCc1nc2ccccc2c(=O)n1-c1ccc(O)cc1	-3.2	3.5	-5.5	-3.9	0.6	34.7	0.7	-4.2	-0.8
C[C@@H]1C[C@H]2OC(=O)C3(CO3)[C@H]2[C@H](O)[C@]2(C)C(=O)C3OC3[C@@H]12 (stereo partly specified)	-7.4	106.2*	0.0	-1.1	.	3.4	.	-11.2	-18.7
CN1CCc2c(c(N3CCCCC3)nc3n[nH]c(N)c23)C1	7.1	15.8	-16.4	0.0	1.4	7.1	0.1	-23.5	0.6
CC(=NC(C)c1ccccc1)c1c(O)[nH]c(=O)[nH]c1=O (stereo unspecified)	-13.4	0.0	-9.1	-3.4	1.0	17.7	0.9	-8.9	-8.8
CN(C)C(=O)Oc1cccc(NC(=O)c2ccccc2C(F)(F)F)c1	-13.1	10.6	-13.3	0.2	0.2	9.8	0.7	-3.9	-0.2
Cn1cc(C(=O)NP(=O)(N2CCOCC2)N2CCOCC2)c2ccccc21	-14.3	-1.4	-8.8	-2.5	0.0	4.4	0.7	4.3	-0.1
C=CCn1c(=O)c(C=Nc2cccnc2Cl)c(O)n(CCCC)c1=O	12.3	38.7	-17.2	-37.9	0.9	16.4	1.5	-17.9	-2.7
Cc1c(C(=O)N2CCC3(CC2)OCCO3)oc2ccc(S(=O)(=O)N3CCCCC3)cc12	-11.0	25.4	-1.9	0.1	1.8	2.3	-0.2	-11.6	-1.0
O=c1[nH]c(=O)n(CCC2=CCCCC2)c(O)c1/C=N/N1CCOCC1	-30.1	1.8	-22.3	-6.2	1.1	10.3	1.6	-22.9	-0.2
CC(=NCCCO)c1c(O)[nH]c(=O)[nH]c1=O	-7.7	1.0	-28.0	-1.6	1.7	-6.1	0.6	-3.9	-0.5
C=CC1CN2CCC1CC2c1[nH]c2ccccc2c1CCO (stereo unspecified)	0.5	17.8	-4.1	-2.1	-2.1	-9.6	0.6	4.9	0.8
C=C1C(=O)O[C@@H]2C[C@@H](C)[C@@H]3C4OC4C(=O)[C@@]3(C)[C@@H](O)[C@H]12 (stereo partly specified)	31.3*	106.8*	-1.0	0.7	.	35.9	.	-12.1	35.1
CCC(=NCCCn1ccnc1)c1c(O)n(-c2ccccc2)c(=O)[nH]c1=O	-9.2	9.3	-8.0	4.0	0.3	7.2	0.5	-8.7	0.6
Cc1cccc(OCC(=O)N2CCN(Cc3ccc4c(c3)OCO4)CC2)c1	-3.0	-1.4	-3.3	-0.4	-1.4	-2.6	1.4	-20.3	1.7
CN1CCN2c3ccc(N)cc3CC3(C(=O)NC(=O)NC3=O)C2C1 (stereo unspecified)	-1.8	3.3	28.7	-99.9	1.4	-0.5	0.3	-0.3	-0.8
CC(C)Cc1nc(N2CCNCC2)c(C#N)c2c1CCC2	-31.1	21.6	-4.3	-4.2	-0.4	6.8	-0.2	-13.3	0.8
CN(C)C(=O)Oc1ccc(OCc2n(C)c3ccccc3[n+]2C)cc1	-24.5	19.5	-9.6	2.6	0.8	3.3	1.2	-20.7	2.0
O=C(CCn1c(=O)oc2ccccc21)N1CCC2(CC1)OCCO2	12.1	-15.9	-5.2	-8.9	0.5	6.5	0.7	-2.5	0.0
